USP2a inh = USP2a (human) protease inhibition; O75604; USP2 core, Ub-CHOP2 coupled fluorogenic reporter, 485/531; Potency, µM (series often up to 38.3 µM), without a hit: at the highest dose activity change, negative = inhibition, most hits filed as inhibitors; actives 0.01% (n = 330,000);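 note: potency is the fitted concentration of half-maximal effect; plate controls were DMSO wells for no effect and full inhibition by NEM control for full effect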
Target sequence (O75604 whole entry, looked up): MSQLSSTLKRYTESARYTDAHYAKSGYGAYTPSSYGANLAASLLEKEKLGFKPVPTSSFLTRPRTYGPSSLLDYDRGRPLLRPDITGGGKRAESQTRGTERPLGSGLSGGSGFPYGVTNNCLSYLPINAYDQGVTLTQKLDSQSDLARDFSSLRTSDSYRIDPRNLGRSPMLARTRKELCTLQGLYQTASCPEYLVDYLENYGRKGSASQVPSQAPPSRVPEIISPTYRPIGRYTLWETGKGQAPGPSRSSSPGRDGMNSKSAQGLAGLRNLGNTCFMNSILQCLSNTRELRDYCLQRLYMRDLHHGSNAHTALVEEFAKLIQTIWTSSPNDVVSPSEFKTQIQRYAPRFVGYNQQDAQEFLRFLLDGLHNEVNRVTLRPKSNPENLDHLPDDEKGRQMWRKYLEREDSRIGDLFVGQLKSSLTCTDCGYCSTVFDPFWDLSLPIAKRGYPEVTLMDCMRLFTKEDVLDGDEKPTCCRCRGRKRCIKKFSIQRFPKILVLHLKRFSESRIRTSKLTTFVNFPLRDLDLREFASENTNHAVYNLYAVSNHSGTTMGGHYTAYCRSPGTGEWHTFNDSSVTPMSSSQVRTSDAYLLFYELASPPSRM
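Cell-free coupled assay: 10nM USP2 core preincubated 30min RT with compound in Tris-HCl pH 8.0/CaCl2/CHAPS buffer, then 25nM Ub-CHOP2 and 25nM reporter substrate; fluorescence (Ex 485/Em 531) read after 60min RT, normalized to NEM inhibition, concentration-response curves fitted.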
Mito fusion act = mitochondrial division inhibition or fusion activation; S. cerevisiae fusion-defective mutant growth rescue, CellTiterGlo 48 h; Potency, µM (doses to about 46.1 µM), for the others: at the highest dose growth rescue (activation), usual class: activators; actives 0.23% (n = 320,000); AID 485298;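 note: potency is the fitted concentration of half-maximal effect; % of control where 0% means no effect; nearly all actives have a fitted effect of over 45% in size; temperature-sensitive fusion mutants such as fzo1-1 at 37 °C on non-fermentable ethanol glycerol medium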
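Read-out: ATP-based luminescence (CellTiterGlo, 10 min ambient) reporting growth of fusion-defective ts yeast after 48 hours at 37C on glycerol/ethanol YPEG medium in the presence of compound.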
Tb PFK block = T. brucei PFK enzyme inhibition. O15648. T. brucei PFK, ADP-Glo luminescence. Potency, µM (series often up to 57.5 µM), inactives show top-dose activity, negative = inhibition, hits mostly inhibitors. actives 0.17% (n = 330,000). AID 485367;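 note: potency is the fitted concentration of half-maximal effect; 0% = uninhibited 1x PFK enzyme wells and -100% = no-enzyme wells; nearly all actives have a fitted effect of over 60% in size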
Target sequence (O15648 whole entry, looked up): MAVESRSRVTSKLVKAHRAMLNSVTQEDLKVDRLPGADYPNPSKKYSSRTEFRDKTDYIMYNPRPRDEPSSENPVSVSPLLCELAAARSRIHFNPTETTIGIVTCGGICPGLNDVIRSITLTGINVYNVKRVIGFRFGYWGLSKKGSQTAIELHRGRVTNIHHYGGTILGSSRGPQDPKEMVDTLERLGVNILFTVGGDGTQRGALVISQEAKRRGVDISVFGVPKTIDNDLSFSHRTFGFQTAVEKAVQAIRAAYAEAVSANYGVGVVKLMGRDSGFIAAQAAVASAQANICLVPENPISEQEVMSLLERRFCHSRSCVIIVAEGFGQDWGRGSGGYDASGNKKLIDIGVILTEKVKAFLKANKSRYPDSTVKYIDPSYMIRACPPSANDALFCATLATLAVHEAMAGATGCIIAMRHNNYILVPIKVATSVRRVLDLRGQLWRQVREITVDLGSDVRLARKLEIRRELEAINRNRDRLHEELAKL
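Compounds were pin-transferred as a titration series up to 57 uM into substrate buffer (0.5 mM F6P, 0.1 mM ATP, pH 8.0), then 1.25 nM PFK was added and reactions ran 45 min before ADP-Glo detection.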
uPA generation = inhibitors of cell surface uPA generation | cell surface uPA generation assay, qHTS | actives 0.31% (n = 330,000) | Potency, µM (doses to about 38.3 µM), for inactives: top-dose activity change, negative = inhibition, most hits filed as inhibitors; active = well fitted inhibition curve with a large enough effect; inconclusive = small, poorly fitted or top-dose-only effect; inactive = no such curve, though single readings can be large or run the other way; tested in mouse RAW 264.7 cells; note: potency is the fitted concentration of half-maximal effect; % is set by controls: 0 for no effect and ±100 for the full control effect; nearly all actives have a fitted effect of over 55% in size
BCR signal inh = blocks chronic active B-cell receptor signaling | Potency, µM (doses to about 46.1 µM), for inactives: top-dose ratio change, negative = lower green/red ratio, hits mostly inhibitors | AID 493014 | ABC-DLBCL IkBa-CBG/CBR reporter, luminescence ratio, 4 h | actives 0.05% (n = 340,000); active = well fitted inhibition curve with a large enough effect in the signal ratio, with a control signal flat, not every such curve was filed as active; inconclusive = small, poorly fitted or top-dose-only effect, or effect the other way, or a change in a side signal; the % refers to the signal ratio;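 note: potency is the fitted concentration of half-maximal effect; plate controls were basal doxycycline-induced cells for no effect and cells given 10 µM MG132 for full effect; MG132 reads +100%, hits lower the ratio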
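TMD8 ABC-DLBCL cells carrying doxycycline-inducible green luciferase fused to IkappaBalpha plus unfused red luciferase were exposed to compounds (up to 46 uM) for 4 hrs at 37C. Activity came from the overlap-corrected green/red luminescence ratio.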
B2AR arrestin = agonists driving beta-arrestin recruitment to human beta2-adrenergic receptor; P07550; beta-arrestin recruitment to beta2AR, cell-based reporter; Potency, µM (top dose mostly 46.1 µM), without a hit: top-dose activation, actives largely listed as activators; actives 0.02% (n = 330,000); AID 492947;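 note: potency is the fitted concentration of half-maximal effect; 0% = DMSO controls and full agonism = EC100 isoproterenol or metaproterenol; nearly all actives have a fitted effect of over 65% in size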
Eya2 phos inh = Eya2 (human) phosphatase inhibition. recombinant Eya2, OMFP fluorescence dephosphorylation (OMFP is methylfluorescein phosphate). Potency, µM (titrated, usually from 76.9 µM), inactives show at the highest dose activity, negative = inhibition, usual class: inhibitors. actives 0.006% (n = 330,000). O00167. AID 488837; note: potency is the fitted concentration of half-maximal effect; % is set by controls: 0 for no effect and ±100 for the full control effect
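Eya2 protein (added as 0.2 uM solution) was preincubated with compound for 10 min at ambient temperature in 50 mM HEPES pH 7.5, 50 mM NaCl, 5 uM MgCl2, 0.05% BSA, 1 mM DTT. OMFP (added at 50 uM) then reacted 10 min; fluorescence read at 485/525 nm.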
TCR act = T cell receptor activation; Potency, µM (doses to about 9.22 µM), for inactives: at the highest dose activation of IL-2 secretion, most hits filed as activators; primary human leukocytes, anti-CD3, IL-2 HTRF, 48 h; AID 504894; 330,000 tested, under 10 active; note: % of control where 0% means no effect
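Using a-CD3 beads without co-stimulation, primary human leukocytes were exposed to compounds for 48 hr. An HTRF IL-2 kit measured the cytokine, with europium-to-d2 energy transfer producing emission at 665nm upon 320nm excitation.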
ELG1 repair inh = blocks ELG1-dependent DNA repair in HEK293T cells; HEK293T ELG1-luciferase reporter, luminescence, 16 h; DNA damage induced by 5-fluorouridine; actives 2.3% (n = 330,000); Potency, µM (doses to about 46.1 µM), for the others: top-dose activity change, negative = inhibition, actives largely listed as inhibitors; note: potency is the fitted concentration of half-maximal effect; % is set by controls: 0 for no effect and ±100 for the full control effect; nearly all actives have a fitted effect of over 55% in size
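In this reporter screen, reduction of luminescence relative to DMSO vehicle indicated activity. Compounds and 5-fluorouridine were added together to 2,000 cells per well, incubated for 16 hr at 37 °C, then developed with ONE-Glo.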
TSHR antagonist = human thyrotropin receptor antagonism | P16473 | TSHR-expressing cells, TSH-stimulated cAMP HTRF, 2 h; active compounds read low | activity change, negative = inhibition, % at 11.5 µM | actives 0.2% (n = 330,000);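 active = activity change below a set negative limit, meaning inhibition stronger than a set level, cut at about -70% in these data; inconclusive = activity change between two set negative limits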; note: % is set by controls: 0 for no effect and ±100 for the full control effect
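Inhibition of cAMP made by TSHR-expressing cells under TSH stimulation (4nM final, EC80; 2 h, 37 deg C) is quantified with a one-step lysis HTRF kit, anti-cAMP cryptate versus cAMP-d2.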
TSG101-PTAP inh = blocks PTAP/TSG101 interaction to inhibit HIV-1 budding; Fluorescence polarization, FITC-PTAP peptide / Tsg101 binding; Q99816; Potency, µM (top dose mostly 115 µM), for the others: at the top dose activity change, negative = inhibition, usual class: inhibitors; 340,000 tested, under 10 active; active = well fitted inhibition curve with a large enough effect in the main read-out, with a control signal flat, not every such curve was filed as active; inconclusive = small, poorly fitted or top-dose-only effect, or effect the other way, or a change in a side signal; inactive = no such curve, though single readings can be large or run the other way; note: potency is the fitted concentration of half-maximal effect; % of control where 0% means no effect
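Steps: Tsg101 binding domain dispensed (10 uM final), compounds pinned in DMSO, FITC-labeled PTAP-motif peptide added (50 nM final); after 20 min binding at room temperature, polarization measured.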
* hit, by the source's call; ? = inconclusive; nt = not tested or not shown; [ ] = dose if it differs, or a comment. Unless noted, calls come from the whole dose curve; as a rule, active = well fitted curve in the direction sought with a large enough effect; inconclusive = small, poorly fitted or top-dose-only effect, or another doubt; inactive = no such curve, though single readings can be large; an effect the other way counts as inactive or inconclusive.

SMILES	USP2a inh	Mito fusion act	Tb PFK block	uPA generation	BCR signal inh	B2AR arrestin	Eya2 phos inh	TCR act	ELG1 repair inh	TSHR antagonist	TSG101-PTAP inh
Cc1cccc(OCC(=O)Nc2ccc3c(c2)nc2n3CCOC2)c1	2.0%	9.6%	-3.2%	8.5%	-6.4%	3.4%	-4.0%	-6.2%	24.1%	3.4	nt
Cc1ccc(-n2ncc3c(=O)n(CC(=O)N4CCN(c5ccccc5)CC4)cnc32)cc1C	1.3%	-1.7%	2.9%	2.4%	6.4%	-0.4%	5.4%	4.6%	13.3%	3.7	1.1%
Cc1ccc(OC(C)C(=O)OCC(=O)Nc2sccc2C(N)=O)cc1 (configuration not stated)	-0.9%	nt	7.1%	-4.9%	5.4%	-0.3%	0.1%	8.7%	-13.0%	-25.3	-0.7%
COc1ccc(OC)c(NC(=S)Nc2ccccc2)c1	-1.7%	-16.4%	-2.6%	5.8%	?	0.5%	5.1%	-54.0%	7.0%	1.3	-4.6%
Cc1cc(NC(=O)CSc2cn(CC(=O)N(C(C)C)C(C)C)c3ccccc23)no1	2.5%	-9.3%	2.8%	-1.2%	2.0%	0.1%	-6.6%	-5.2%	-2.0%	-0.9	-0.2%
Cc1nn(C)c(C)c1S(=O)(=O)N1CCCC(C(=O)N2CCN(c3ccc(Cl)cc3)CC2)C1 (configuration not stated)	-2.8%	3.6%	-21.8%	-9.7%	?	-0.4%	-13.7%	-0.2%	?	-9.1	-0.9%
COc1ccc(CN2C(=O)Cc3c2nc(N)c2c(N)nc(N4CCCCC4)c(C#N)c32)cc1	-9.6%	-2.4%	0.0%	nt	?	-0.1%	-25.6%	3.7%[46.1 µM]	-12.6%	-10.9	nt
CCCOC(=O)C(=O)NNc1ccccc1	0.0%	0.2%	-0.8%	7.8%	-20.5%	0.0%	6.0%	0.8%	0.0%	14.2	0.3%
CCOC(=O)N1CCN(Cc2ccc3ccccc3c2)CC1	-0.7%	-2.8%	-4.6%	24.5%	-2.3%	-0.5%	8.5%	nt	-14.2%	-0.4	-1.1%
CC(=O)Nc1cc(C(=O)NCc2ccco2)ccc1Sc1ccc(F)cc1	1.7%	-1.1%	-1.8%	-4.1%	8.5%	0.2%	-3.0%	-12.1%[46.1 µM]	-20.1%	11.4	-3.9%
CS(=O)(=O)CCC(C(=O)Nc1ccc2c(c1)OCO2)N1Cc2ccccc2C1=O (configuration not stated)	-1.6%	-4.5%	-0.1%	7.0%	-16.8%	-0.1%	4.7%	-4.2%	?	-4.0	0.6%
Cc1nn(C(=O)c2ccccc2)c2c1C(=O)CC(C)(C)C2	0.4%	-5.0%	5.1%	-3.8%	?	-0.2%	10.8%	-10.9%	11.3%	8.4	-0.6%
N#Cc1cccc(NC(=O)C2CCCN(C(=O)c3ccc(Cl)cc3)C2)c1 (configuration not stated)	0.7%	4.7%	3.4%	-2.6%	-7.0%	-0.8%	-14.3%	11.7%	-29.3%	9.5	-2.5%
CSc1n[nH]c(NCc2ccc(Cl)cc2)n1	0.4%	-0.2%	-10.7%	0.4%	8.0%	-0.2%	-6.5%	-2.8%[46.1 µM]	?	-1.0	-1.7%
CCOc1ccc(CCNS(=O)(=O)c2ccc3c(c2)oc(=O)n3C)cc1OCC	3.2%	2.3%	0.3%	4.9%	0.3%	-0.2%	1.6%	-1.0%	20.4%	2.1	-1.7%
O=C(N/N=C/c1c(F)c(F)c(F)c(F)c1F)c1cccc(S(=O)(=O)N2CCOCC2)c1	-0.3%	-4.1%	-1.9%	21.9%	-1.6%	0.1%	-20.3%	5.2%	1.1%	1.0	-2.1%
O=C(COc1ccc2ccc(=O)oc2c1)c1ccccc1	3.4%	?	-12.4%	3.3%	?	-1.1%	-4.2%	-0.8%	?	2.3	1.5%
COc1ccccc1CNC(=O)COC(=O)c1ccc(S(=O)(=O)N2CCCCC2)cc1	6.2%	nt	-1.2%	-2.0%	1.3%	-0.4%	11.8%	-9.1%	25.2%	nt	0.1%
O=C(O)Cn1c2ccccc2c2ccccc21	3.9%	4.2%	-2.2%	1.8%	-4.1%	-1.1%	13.2%	1.1%	9.9%	1.5	-5.2%
COc1ccc(-c2ccc(C#N)c(SCC(=O)NCCc3ccccc3)n2)cc1OC	2.4%	-0.7%	-0.9%	?	0.0%	-0.2%	-6.0%	-5.0%[46.1 µM]	-10.3%	-6.6	-4.7%
Cc1ccc2nc(NC(=O)C3CCN(C(=O)c4ccc(F)cc4)CC3)sc2c1	-0.9%	7.3%	-2.9%	7.8%	?	-0.8%	4.4%	1.4%	1.0%	-2.7	-4.2%
CC(C)(C)c1ccc(C(=O)NCCC(=O)Nc2cc(Cl)ccc2N2CCOCC2)cc1	-9.9%	7.5%	5.0%	-16.6%	-5.4%	0.0%	-0.8%	-71.8%	-2.7%	7.4	-16.0%
Cc1noc(C)c1C(=O)N1CCN(c2ccc(OCc3ccccc3)cc2)CC1	-0.6%	2.9%	3.9%	2.1%	-9.5%	0.4%	3.5%	-1.3%	-25.5%	5.6	-1.8%
CCc1ccc(C(O)(CC)C(CN2CCOCC2)c2ccccc2)cc1 (configuration not stated)	2.9%	19.2%	-3.1%	9.3%	0.1%	0.4%	-0.9%	5.6%	-20.9%	3.3	3.3%
COc1ccc(-c2nn(C)c(=O)c3ccccc23)cc1CNS(C)(=O)=O	-0.2%	2.3%	2.8%	-6.4%	18.4µM*	0.1%	-9.5%	2.1%	?	-0.9	-1.8%
O=C(c1ccc(NS(=O)(=O)c2cccs2)cc1)N1CCOCC1	-1.2%	-0.7%	-0.7%	9.6%	0.9%	-0.5%	3.1%	-0.4%	-1.8%	-3.4	nt
CC(NS(C)(=O)=O)C(c1cccs1)N1CCN(Cc2ccccc2)CC1 (configuration not stated)	3.4%	0.0%	0.1%	12.7%	0.9%	0.2%	-20.2%	-1.2%	9.7%	2.2	1.3%
CSc1cccc(NC(=O)C2CCN(C(=O)c3ccccc3C)CC2)c1	0.1%	-5.0%	5.8%	-5.3%	-5.9%	-0.5%	-2.5%	-1.2%[46.1 µM]	-20.0%	-8.1	0.4%
CCn1c(C)nc2cc(C(=O)NNS(=O)(=O)c3ccc(C)c(C)c3)ccc21	2.7%	-2.4%	2.5%	7.0%	-28.7%	-0.2%	-7.4%	-4.5%	-1.9%	-1.9	-2.3%
CCOc1ccc2nc(SCC(=O)Nc3ccc4c(c3)OCCO4)[nH]c2c1	4.4%	4.1%	-2.9%	-3.2%	?	0.1%	9.2%	-0.8%	-4.5%	-1.5	-2.4%
Cc1cc2c(c(C)c1CCO[C@@H]1O[C@H](CO)[C@@H](O)[C@H](O)[C@H]1O)C(=O)[C@@H](C)[C@@H]2O	2.0%	nt	0.2%	-7.9%	-7.6%	-0.1%	-0.8%	8.4%	2.3%	-2.8	-1.2%
O=C(NC1CCS(=O)(=O)C1)c1ccc(Br)s1 (configuration not stated)	0.9%	nt	-25.5%	-0.9%	-3.3%	-0.9%	1.1%	-0.2%	8.4%	-8.3	-0.1%
CC(C)Oc1ccc(OCCCN2CCCCCC2)cc1	0.5%	2.7%	1.5%	2.9%	-6.0%	0.3%	-4.1%	2.4%	-2.5%	5.9	-0.5%
Cc1c(NC(=S)NCc2ccc(F)cc2)cccc1[N+](=O)[O-]	1.6%	-0.1%	0.0%	2.7%	10.7%	-0.5%	-5.5%	-8.4%[46.1 µM]	0.0%	-3.9	0.6%
NC(=O)c1ccc(NC(=O)CSC(=O)c2ccccc2)cc1	-3.6%	nt	-10.1%	25.2%	-13.5%	-0.8%	3.0%	6.6%	?	16.6	0.9%
Cc1csc(NC(=O)C2CCN(C(=O)CSc3nnc(C)n3Cc3ccccc3)CC2)n1	1.1%	-0.3%	-2.6%	8.3%	0.2%	-0.6%	-0.4%	-16.5%	-0.7%	-0.1	-4.9%
CCN(CC)c1ccc(N=Cc2ccccc2[N+](=O)[O-])cc1	4.5%	-14.6%	-4.2%	-5.1%	-7.1%	-1.0%	13.2%	10.7%[46.1 µM]	-3.0%	-11.5	-0.1%
COc1ccc(Br)cc1/C=N/N1C(=O)CSC1=S	1.8%	-2.0%	-0.1%	0.9%	7.1%	-0.5%	6.9%	-1.2%	-18.3%	0.7	-14.5%
